# GLP-1R agonist: qHTS of GLP-1 Receptor Agonists; Glucagon-like peptide 1 receptor (Homo sapiens), P43220; HEK293 GLP-1R CRE-luciferase, luminescence, 4-6 h; cells express a hypersensitive GLP-1R form; Potency, µM (titrated, usually from 45.6 µM), inactives show top-dose activation, usual class: activators; 380,000 tested, 0.007% active; AID 624172, 2012; note: % of control where 0% means no effect
# Target sequence (P43220 whole entry, looked up): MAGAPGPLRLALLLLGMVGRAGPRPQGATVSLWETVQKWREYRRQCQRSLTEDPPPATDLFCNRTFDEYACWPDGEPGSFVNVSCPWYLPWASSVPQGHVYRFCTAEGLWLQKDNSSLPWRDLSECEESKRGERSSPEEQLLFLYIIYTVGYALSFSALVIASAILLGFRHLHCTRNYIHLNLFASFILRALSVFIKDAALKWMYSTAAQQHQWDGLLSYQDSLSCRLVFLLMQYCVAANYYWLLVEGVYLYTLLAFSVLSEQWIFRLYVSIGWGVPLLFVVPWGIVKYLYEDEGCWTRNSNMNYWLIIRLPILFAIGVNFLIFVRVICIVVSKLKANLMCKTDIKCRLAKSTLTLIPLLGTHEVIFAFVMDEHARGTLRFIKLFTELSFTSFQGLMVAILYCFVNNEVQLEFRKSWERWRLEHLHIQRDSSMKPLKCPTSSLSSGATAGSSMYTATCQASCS
# KB-3-1 cytotox: qHTS assay for MDR1-selective chemotherapeutics: Primary screen using the parental adenocarcinoma cell KB-3-1. KB-3-1 viability, CellTiter-Glo ATP luminescence, 72 h. Potency, µM (doses to about 46.1 µM), inactives show at the highest dose activity change, negative = cytotoxic, hits mostly cytotoxic. 400,000 tested, 1.4% active; note: % is set by controls: 0 for no effect and ±100 for the full control effect; nearly all actives have a fitted effect of over 60% in size
#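 Parental KB-3-1 adenocarcinoma cells in phenol-red-free DMEM with 10% FBS were pin-treated with compounds at several concentrations, incubated 72 h at 37 °C, and viability read by CellTiter-Glo luminescence; concentration-effect curves were fitted after normalization.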
# HEK293 tox: qHTS of GLP-1 Receptor Inverse Agonists: Cytotox Screen | Potency, µM (top dose mostly 38.3 µM), without a hit: at the highest dose activity change, negative = inhibition, usual class: inhibitors | 410,000 tested, 0.13% active | HEK293 cAMP-luciferase reporter cells, luminescence, 24 h;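 note: loss of luciferase light is scored as toxicity; % is set by controls: 0 for no effect and ±100 for the full control effect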
#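 Cells in DMEM/10% Nu serum/1% pen-strep, 1536-well format. Pre-incubated 12 h, dosed with 23 nL compound, incubated a further 24 h. Luciferase detection, 12 min at room temp, luminescence.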
# HT1080 IDH1KD tx: qHTS for induction of synthetic lethality in tumor cells producing 2HG: qHTS for the HT-1080-IDH1KD cell line; HT-1080 IDH1 knockdown viability, ATP luminescence, 48 h; Potency, µM (highest dose often 46.1 µM), inactives show at the highest dose activity, negative = toxicity, hits mostly cytotoxic; 360,000 tested, 2% active;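 note: 0% = DMSO wells and -100% = cell-free medium wells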
#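 Assay cells: HT-1080 with IDH1 knockdown, 750 per well, RPMI/5% FBS. Exposure: 48 h at 37 °C following 2 h pre-incubation. Read: CellTiter-Glo luminescence; fitted concentration-response, curve class assigned.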
# GLP1R inv ag: qHTS of GLP-1 Receptor Inverse Agonists (Inhibition Mode). HEK293 GLP-1R CRE-luciferase, luminescence, 24 h; GLP-1R form is constitutively active. AID 624417, 2012. 410,000 tested, 1.6% active. Glucagon-like peptide 1 receptor (Homo sapiens), P43220. Potency, µM (series often up to 38.3 µM), without a hit: at the highest dose activity change, negative = inhibition, usual class: inhibitors; note: % is set by controls: 0 for no effect and ±100 for the full control effect; nearly all actives have a fitted effect of over 55% in size
#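 Inverse agonists were sought by their lowering of basal cAMP reporter luciferase output in HEK293 cells stably carrying constitutively active human GLP-1R, after 24 h compound treatment.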
# SW480 rereplic: A quantitative high throughput screen for small molecules that induce DNA re-replication in SW480 colon adenocarcinoma cells | Potency, µM (titrated, usually from 46.1 µM), without a hit: top-dose re-replication activation, hits mostly activators | AID 624297, 2012 | SW480 DNA re-replication, Hoechst DNA content imaging, 48 h | 340,000 tested, 1.8% active; note: % of control where 0% means no effect; nearly all actives have a fitted effect of over 55% in size
#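 First, 250 cells per well were seeded. Next, compound or vehicle (23 nL) was pinned in, plates sat 48 hr at 37 C. Finally Hoechst was added for 40 min before fluorescence scanning.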
# TDP43 rescue: qHTS of TDP-43 Inhibitors; 410,000 tested, 1.8% active; AID 652104, 2013; TDP-43 expressing yeast growth rescue, BacTiter-Glo, 24 h; Potency, µM (highest dose often 46.1 µM), inactives show top-dose growth rescue (activation), hits mostly activators; note: % of control where 0% means no effect; nearly all actives have a fitted effect of over 50% in size
#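 Yeast expressing TDP-43 (pregrown in raffinose, seeded at OD600=0.02 in galactose medium) exposed to compounds 24 hr at 30 deg C. Growth read by BacTiter-Glo luminescence; rescue of toxicity appears as increased signal.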
# KB-V1 cytotox: qHTS assay for MDR1-selective chemotherapeutics: Primary screen using the drug-selected MDR subline cells KB-V1 | Potency, µM (top dose mostly 46.1 µM), inactives show top-dose activity change, negative = cytotoxicity, hits mostly cytotoxic | 400,000 tested, 3.4% active | KB-V1 MDR cells viability, CellTiter-Glo, 72 h; note: % is set by controls: 0 for no effect and ±100 for the full control effect; nearly all actives have a fitted effect of over 60% in size
#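 Drug-selected KB-V1 cells, grown in DMEM lacking phenol red with 10% FBS, receive compound titrations; after three days at 37 degrees C, surviving cell ATP is quantified by CellTiter-Glo luminescence and responses normalized and curve-fitted.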
# HT1080-NT tox: qHTS for induction of synthetic lethality in tumor cells producing 2HG: qHTS for the HT-1080-NT fibrosarcoma cell line; HT-1080-NT fibrosarcoma viability, CellTiter-Glo ATP luminescence, 48 h; Potency, µM (highest dose often 46.1 µM), for inactives: at the top dose activity, negative = less viability, actives largely listed as cytotoxic; 360,000 tested, 1.6% active; AID 686970, 2013;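 note: NT is the 2HG producing partner of a matched IDH1 knockdown line; 0% = DMSO-treated cells and -100% = media-only wells without cells; nearly all actives have a fitted effect of over 55% in size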
#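 HT-1080-NT; 750 cells/well; 5% FBS RPMI; 48 h compound, 37 degrees C; CellTiter-Glo luminescence; curve fitting and curve-class assignment.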
# * marks the source's active call; other numbers are inactive results; ? = inconclusive; . = no result given; & = joins results of further samples; [ ] = dose if it differs, or a comment. Calls come from the whole dose curve; as a rule, active = well fitted curve in the direction sought with a large enough effect; inconclusive = small, poorly fitted or top-dose-only effect, or another doubt; inactive = no such curve, though single readings can be large; an effect the other way counts as inactive or inconclusive. Potency is the fitted concentration of half-maximal effect.
mol	GLP-1R agonist	KB-3-1 cytotox	HEK293 tox	HT1080 IDH1KD tx	GLP1R inv ag	SW480 rereplic	TDP43 rescue	KB-V1 cytotox	HT1080-NT tox
CCCN(C(=O)Cc1ccc(S(=O)(=O)N2CCOCC2)s1)c1c(N)n(Cc2ccccc2)c(=O)[nH]c1=O	-4.2%	26.6%	6.0%	1.7%	24.1%	0.7%	-2.5%	1.4%	5.3%
COC(=O)Cc1c(C)nc2nc(-c3ccc(OC)cc3)[nH]n2c1=O	-1.0%	1.5%	-3.9%	5.9%	3.6%	-0.4%	24.0%	-5.5%	-4.8%
CC(=O)CSc1nc(CCc2ccccc2)c(C#N)c(=O)[nH]1	-3.8%	-3.9%	-3.9%	-15.3%	-9.0%	4.3%[1.84 µM]	.	-4.5%	-21.8%
Cc1ccccc1NC(=O)NC(C)(C)CC(C)(C)C	3.2%	-5.1%	-0.5%	-11.2%	?	-4.7%	9.6%	12.6%	-13.9%
Cc1cc(C)c(C)c(S(=O)(=O)NC2CCCCC2)c1C	-0.1%	4.6%	-3.9%	?	?	-2.3%	-7.6%	-14.5%	-29.3%
O=C1C2C3C=CC(C3)C2C(=O)N1c1cccc2cccnc12 (configuration not stated)	0.6%	2.0%	2.2%	7.2%	20.2%	-0.2%	16.1%	4.4%	8.4%
CCOC(=O)C1C(=O)C=C(c2ccc(C)cc2)CC1c1ccc([N+](=O)[O-])cc1 (configuration not stated)	-11.8%	1.4%	16.7%	5.3%	10µM*	-20.5%	?	7.31µM*	0.5%
Cc1ccc(Cl)cc1N1CCN(C(=O)c2cccn2-c2nnc(N3CCCCC3)s2)CC1	.	1.9%	9.2%	.	15.4%	.	3.8%	0.6%	.
CC(Oc1ccc(F)cc1)C(=O)NN (configuration not stated)	-5.8%	8.9%	-10.4%	17.0%	2.1%	1.4%	-2.9%	29.3%	13.3%
Cc1ccccc1NC(=O)CCC(=O)N/N=C/c1cccnc1	5.1%	0.6%	8.8%	1.3%	2.3%	2.0%	-19.1%	28.7%	-3.0%
CCCCOc1ccc(N2C(=O)CC(NCCc3ccc(S(N)(=O)=O)cc3)C2=O)cc1 (configuration not stated)	-12.8%	0.0%	4.3%	-0.8%	1.1%	-1.6%	-31.8%[inhibitor]	0.0%	-5.9%
O=C(NCC1CCCO1)c1ccc(CS(=O)(=O)c2ccc(Cl)cc2)o1 (configuration not stated)	-7.8%	0.0%	-2.7%	4.5%	4.3%	-5.7%	-11.0%	23.1µM*	15.7%

# Results in HEK293 tox, for some of the entries so far:
mol,HEK293 tox
CCCCOc1ccc(N2C(=O)CC(NCCc3ccc(S(N)(=O)=O)cc3)C2=O)cc1 (configuration not stated),4.3%
O=C(NCC1CCCO1)c1ccc(CS(=O)(=O)c2ccc(Cl)cc2)o1 (configuration not stated),-2.7%

# Later entries:
mol	GLP-1R agonist	KB-3-1 cytotox	HEK293 tox	HT1080 IDH1KD tx	GLP1R inv ag	SW480 rereplic	TDP43 rescue	KB-V1 cytotox	HT1080-NT tox
CCCCCCCC(=O)NNC(=O)c1c(O)c2ccccc2[nH]c1=O	2.3%	-6.0%	0.9%	-0.3%	0.4%	-3.3%	-43.9%[inhibitor]	0.0%	5.2%
CCCN(CCC)C(=O)c1oc2ccccc2c1NC(=O)Cc1cccc(OC)c1	11.3%	-9.6%	-6.1%	-3.5%	7.94µM*	-36.7%	1.5%	-3.8%	9.2%
COc1ccc(Cl)cc1-c1csc(N)n1	-0.1%	6.2%	-18.9%	12.9%	9.7%	?	17.5%	0.0%	15.9%
CC(C)CC(=O)NC(=S)Nc1ccc(Cl)cn1	12.6%	8.0%	?	6.8%	?	-0.8%	14.3%	27.4%	15.0%
O=C(N=C1SC2CS(=O)(=O)CC2N1c1ccc(Br)cc1Cl)C1CC1 (configuration not stated)	4.5%	-14.9%	-3.7%	7.9%	4.4%	?	4.8%	2.7%	-1.6%
O=C(CN1CCc2ccccc21)NC(c1ccccc1)c1ccccc1	-13.4%	12.7%	-9.2%	1.0%	?	2.9%	24.8%	?	-3.2%
Cc1nc(SCC(=O)Nc2ccc(N3CCOCC3)cc2)nc(C)c1C	1.8%	0.6%	12.8%	-9.5%	69.4%[activator]	6.8%	17.8%	5.8%	-0.8%
C/C(=N\Nc1ccccc1[N+](=O)[O-])c1ccc(N2CCOCC2)cc1	0.6%	-14.0%	6.2%	12.4%	1.2%	-15.2%	-6.5%	-0.6%	3.1%
CCN1C(=O)/C(=C/C=C2/Sc3ccccc3N2CCO)SC1=S	1.7%	?	-8.2%	-1.8%	17.3%	-0.4%	-35.3%[inhibitor]	-9.3%	14.1%
COc1ccc(Br)c(C(=O)OCc2cc(=O)oc3cc(C)ccc23)c1	0.3%	-0.2%	4.7%	13.7%	1.1%	1.6%	0.0%	-15.8%	23.4%
CSc1ccc(CN(C)C(=O)c2cccc(S(=O)(=O)NCc3ccccc3)c2)cc1	8.6%	-13.5%	-2.0%	-15.8%	5.01µM*	1.2%	7.0%	-24.9%	-2.1%
Cc1nn(-c2ccccc2Cl)c2sc(C(=O)Nc3nnc(C4CC4)s3)cc12	0.6%	-11.9%	6.8%	7.9%	3.3%	-3.1%	?	0.7%	2.3%

# Following part:
mol	GLP-1R agonist	KB-3-1 cytotox	HEK293 tox	HT1080 IDH1KD tx	GLP1R inv ag	SW480 rereplic	TDP43 rescue	KB-V1 cytotox	HT1080-NT tox
CN1CCN(C2=NCCO2)CC1	-0.7%	1.7%	37.5%[activator]	-0.8%	2.8%	1.9%	-0.3%	15.2%	12.2%
Nc1nc(SCC(=O)Nc2ccc(Cl)c([N+](=O)[O-])c2)n[nH]1	5.6%	-53.4%	0.8%	0.5%	13.9%	4.7%	4.2%	-23.8%	-0.9%[9.24 µM]
CCOC(=O)c1ccc(NC(=O)Cn2cnc(S(=O)(=O)N3CCCC3)c2)cc1	-1.6%	-2.1%&1.2%	-4.2%&6.2%	2.1%	8.1%&16.7%	-1.3%	-10.5%&24.1%	?	5.7%
CCOC(=O)C1=C(C)N(CCCC(=O)O)C(=O)NC1c1ccccc1OS(=O)(=O)c1ccccc1[N+](=O)[O-] (configuration not stated)	-3.2%	0.0%	-5.2%	-4.1%	9.8%	?	-17.4%	-21.8%	-23.4%
COc1ccccc1C1CCN(C(=S)Nc2ccc(Br)cc2)CC1	6.5%	?	-27.7%	1.5%	?	3.1%	?	-5.5%	4.5%
Cc1ccc(-c2csc(NC(=O)c3cccc(S(=O)(=O)N4CCN(C)CC4)c3)n2)cc1	-7.4%	-16.4%	3.6%	-10.4%	0.6%	-6.4%	1.1%	-1.6%	-8.2%
COCCOC(=O)c1c(C)oc2ccc(OS(C)(=O)=O)cc12	21.7%	?	5.0%	0.3%	18.5%	-25.1%	23.2%	?	9.0%
CC1(C)CC(=O)C=C(c2cccc3c2Oc2ccccc2S3)C1	23.5%	-2.8%	6.6%	2.9%	2.2%	5.1%	9.2%	14.1%	0.0%
CCCNCc1cc(OC)c(OCCC)cc1Cl	1.3%	-0.2%	-9.2%	-4.9%	0.0%	-17.2%	2.1%	-8.2%	-7.9%
O=C(N/N=C\c1ccc(OCC(=O)N2CCCC2)cc1)C(=O)Nc1ccccc1F	4.0%	1.3%	13.7%	18.3%	36.9%[activator]	-2.4%	8.5%	-0.2%	20.1%
CCC(c1nc2ccccc2[nH]1)N(CCCn1ccnc1)C(=O)c1ccc(C(F)(F)F)cc1 (configuration not stated)	-4.4%	0.1%	5.8%	-12.8%	22.6%	.	26.9%	12.9%	8.0%
COC(=O)Cc1ccc(NC(=S)NCCCO)cc1	-1.4%	1.3%	0.6%	16.6%	-3.6%	0.2%	-8.8%	?	4.2%

# More compounds.
mol	GLP-1R agonist	KB-3-1 cytotox	HEK293 tox	HT1080 IDH1KD tx	GLP1R inv ag	SW480 rereplic	TDP43 rescue	KB-V1 cytotox	HT1080-NT tox
Cc1ccc(OCC(=O)Nc2ccon2)c([N+](=O)[O-])c1	2.0%	0.5%	-1.2%	9.7%	13.8%	-1.7%	19.4%	-3.0%	9.6%
CSc1nc(C)c2cc(C)oc2n1	2.5%	8.2%	2.7%	15.8%	9.8%	2.5%	26.8%	23.7%	9.6%
COC(=O)c1ccc(NC(=O)Nc2ccc(F)c(Cl)c2)cc1	-1.8%	8.7%	?	?	?	4.8%	-11.8%	18.4µM*	?
COc1ccc(-c2c[n+](CC(=O)c3cccs3)c3n2CCC3)cc1	10.0%	?	8.4%	-14.6%	-17.7%	-9.1%	5.8%	4.3%	-9.0%
O=C(NCC1CCCO1)C1CCCN(c2ncccn2)C1 (configuration not stated)	-3.0%	-0.8%	6.0%	8.5%	0.0%	-3.3%	0.0%	?	5.2%
COC(=O)C1=NN(C(=O)c2ccc(C)cc2)C(O)(c2ccc(Cl)cc2)C1 (configuration not stated)	5.6%	15.5%	4.2%	23.6%	4.1%	-3.6%	?	-9.9%	1.4%
COc1ccc(-c2nnn(CC(=O)N(CCN3CCOCC3)C(C(=O)NC3CCCC3)c3ccco3)n2)cc1 (configuration not stated)	-8.0%	1.0%	8.0%	9.3%	4.1%	0.7%	-4.6%	11.3%	12.8%
COc1cc(OC)cc(-n2nc(C(=O)N3CC(C)CC(C)C3)c3ccccc3c2=O)c1 (configuration not stated)	-4.1%	2.7%	3.8%	-1.5%	7.3%	-0.3%	-18.1%	-0.6%	0.9%[9.24 µM]
COCC(=O)Nc1nnc(SCC(=O)N2CCCCC2)s1	4.2%	1.9%	-1.4%	5.9%	-8.6%	-7.4%	-6.4%	21.2%	3.6%

# Screening data deposited in PubChem BioAssay by National Center for Advancing Translational Sciences (NCATS).

# This is a random part of the collection (roughly 9.4% active in at least one column).
